# ROMK mod: modulates human ROMK potassium channel activity; P48048; Tet-inducible ROMK, thallium flux fluorescence; actives lie on both sides; B-score at 10 µM; actives 2% (n = 130,000); AID 1918;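 active = signal ratio slope over the read window, or its plate-corrected B-score, at least 3 SD from the plate mean, either direction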;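 also: B-score of the F/F0 ratio slope over 7 to 12 s after thallium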
# Target sequence (P48048 whole entry, looked up): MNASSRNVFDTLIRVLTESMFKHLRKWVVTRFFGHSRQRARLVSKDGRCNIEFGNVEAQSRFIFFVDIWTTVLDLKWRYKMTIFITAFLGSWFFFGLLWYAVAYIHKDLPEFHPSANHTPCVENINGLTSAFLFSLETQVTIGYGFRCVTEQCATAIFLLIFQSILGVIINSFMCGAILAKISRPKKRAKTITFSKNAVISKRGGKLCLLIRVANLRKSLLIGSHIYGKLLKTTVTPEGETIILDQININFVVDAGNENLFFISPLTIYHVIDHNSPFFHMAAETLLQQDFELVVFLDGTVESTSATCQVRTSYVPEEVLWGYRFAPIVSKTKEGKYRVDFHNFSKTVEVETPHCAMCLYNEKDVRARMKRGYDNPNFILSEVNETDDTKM
# PPARg SRC-1 ag: PPARgamma-driven SRC-1 recruitment agonism. PPARgamma-SRC-1 coactivator recruitment biochemical assay. activation, % at 8 µM. actives 0.41% (n = 200,000). AID 631; in the data active = activation above about 19%;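 also: 0% = DMSO and 100% = reference agonist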
# STAT1 inh: reduces IFN-gamma driven STAT1 reporter signal; inhibition, % at 5.5 µM; NIH 3T3 STAT1-luciferase reporter, luminescence; actives 0.35% (n = 200,000);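 active = inhibition above a set limit, the mean inhibition across all tested compounds plus 3 SD, cut at about 34% in these data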;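 also: 0% = IFN-gamma with DMSO and 100% = IFN-gamma with 300 µM nifuroxazide; values of inactives mirror those of a sister screen read the other way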
# bIAP activator: intestinal alkaline phosphatase (bovine) activation; purified bovine IAP, CDP-star luminescence, 30 min; active compounds read high; fold of DMSO-control signal, blank-subtracted; activation factor at 20 µM; actives 0.17% (n = 200,000); AID 1016;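 active = activation factor of 2 or more at 20 µM, a signal rise over negative controls twice the positive control's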
# bIAP inh: blocks bovine intestinal alkaline phosphatase activity. 190,000 tested, under 10 active. inhibition, % at 20 µM. AID 1019. purified bovine IAP, CDP-star luminescence, 30 min;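 active = over 50% inhibition of intestinal alkaline phosphatase at 20 µM in the single-dose screen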
#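 Assay system – bovine IAP enzyme · Quantity – bovine IAP at 1/65,000,000 final dilution · Detection – CDP-star luminescence signal · Times – 30 min reaction at room temperature · Also added – CDP-star substrate at 30 µM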
# STAT3 activator: activators of IL-6 induced STAT3 signaling | U3A cells, IL-6 STAT3-luciferase reporter, luminescence; 100% = signal with IL-6 EC80 alone | actives 0.91% (n = 190,000) | activation (% of control), % at 5.6 µM | AID 871;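 active = activation above the screen-wide mean of compound activation plus 3 SD, cut at about 130% in these data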;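 also: 0% = background luminescence of wells with medium and substrate only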
#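 Material: STAT1-lacking human U3A cells, STAT3 luciferase reporter | Benchmarks: IL-6-only wells as 100% reference | Probe or stimulus: IL-6 (33 ng/mL) | Timing: Compound 1 h, then IL-6 6 h at 37 °C | Detection: Luminescence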
# STAT3 inh: STAT3 signaling inhibition; U3A cells, IL-6 STAT3-luciferase reporter, luminescence; host cell line lacks STAT1; inhibition, % at 5.5 µM; actives 0.89% (n = 190,000);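 active = inhibition above the mean inhibition across all screened compounds plus 3 SD, cut at about 44% in these data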;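 also: 0% = DMSO only wells and 100% = 100 µM nifuroxazide control wells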
# TR-FRET SRC-2 ct: flags TR-FRET format artefacts in PPARgamma SRC-2 recruitment agonist screen | TR-FRET artefact counter-screen; active compounds read high | TR-FRET ratio at 8 µM | actives 0.4% (n = 200,000) | AID 1049; in the data active = TR-FRET ratio above about 2000; also: inactives centre near 1500
# TNAP act hi DEA: increases human TNAP activity under high phosphate acceptor concentration | purified TNAP, CDP-star luminescence, 1 M DEA, 30 min; active compounds read high; 0 = EDTA background, 1 = DMSO-only activity | activation factor at 20 µM | 200,000 tested, under 10 active | AID 1136;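 active = activation factor at least 2 at 20 µM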
# Target sequence (P05186 whole entry, looked up): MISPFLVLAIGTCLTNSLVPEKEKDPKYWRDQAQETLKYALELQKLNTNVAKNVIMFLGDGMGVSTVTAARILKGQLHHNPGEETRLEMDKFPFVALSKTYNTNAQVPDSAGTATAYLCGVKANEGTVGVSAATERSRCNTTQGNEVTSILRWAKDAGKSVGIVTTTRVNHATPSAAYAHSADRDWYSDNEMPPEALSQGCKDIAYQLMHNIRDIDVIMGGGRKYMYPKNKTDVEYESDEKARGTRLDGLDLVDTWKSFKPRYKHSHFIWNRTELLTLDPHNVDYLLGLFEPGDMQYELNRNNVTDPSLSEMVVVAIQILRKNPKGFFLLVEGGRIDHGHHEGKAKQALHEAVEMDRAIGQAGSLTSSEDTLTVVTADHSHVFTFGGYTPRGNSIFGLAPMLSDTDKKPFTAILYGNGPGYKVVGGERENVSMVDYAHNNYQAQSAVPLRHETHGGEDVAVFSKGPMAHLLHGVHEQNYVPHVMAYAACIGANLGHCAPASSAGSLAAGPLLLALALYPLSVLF
#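 Test system – human TNAP · Doses – 20 µM single point · Incubation – 30 min, room temperature · Signal – luminescent substrate turnover signal · Read-out basis – activation factor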
# PPARg SRC-3 ag: agonists of human PPARgamma SRC-3 coactivator recruitment. actives 0.26% (n = 200,000). activation, % at 8 µM. P37231. biochemical PPARgamma/SRC-3 coactivator recruitment assay; in the data active = activation above about 23%;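 also: 0% = DMSO and 100% = reference agonist; some compounds past the cut are filed as inactive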
# PPARg SRC2 recr: PPARgamma-driven SRC-2 recruitment agonism; P37231; PPARgamma LBD-SRC-2 recruitment, biochemical; activation, % at 8 µM; actives 0.34% (n = 200,000); AID 1032; in the data active = activation above about 22%;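 also: 0% = vehicle and 100% = reference agonist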
# Starred values were filed as active, the others as inactive; . = no result given.
nr	canonical_smiles	PPARg SRC-1 ag	PPARg SRC-3 ag	STAT3 inh	ROMK mod	TNAP act hi DEA	STAT1 inh
1	Cc1ccc(-n2c(C)cc(C(=O)CN3CCOCC3)c2C)cc1	2	8	-3	-0.65	1	-22
2	Cc1ccc(NC(=O)CSc2nc(O)cc(=O)n2C)cc1	3	0	10	.	1	13
3	O=C(CCC(=O)Nc1ccccc1)NNS(=O)(=O)c1ccccc1[N+](=O)[O-]	-7	1	0	0.44*	1	4
4	CCOc1ccc(OCc2ccc(C(=O)N3CCCC(C)C3)cc2)cc1 (stereo unspecified)	5	2	2	-0.022	1	3
5	O=C(CSC1=NC(=O)C(Cc2ccccc2)C(=O)N1)Nc1ncccn1 (stereo unspecified)	5	-5	-4	0.69	1	-7
6	Cn1cnnc1SCC(=O)OCN1C(=O)c2ccccc2C1=O	12	4	8	-0.22	1	-1
7	Cc1cc(/C=C2/NC(=O)NC2=O)c(C)n1-c1ccc(N2CCOCC2)cc1	3	3	13	1.2	1	3
8	CCC(CC)NC(=O)CO/N=C/c1ccc(Cl)cc1Cl	6	-1	7	0.44	1	-4
9	Cc1nc2ccc(NC(=O)c3ccccc3)cc2s1	-4	-3	5	-0.15	1.1	-32
10	COc1ccccc1N1CCN(S(=O)(=O)CC23CCC(CC2=O)C3(C)C)CC1 (stereo unspecified)	-1	-2	5	.	1.1	4

nr	bIAP activator	TR-FRET SRC-2 ct	bIAP inh	PPARg SRC2 recr	STAT3 activator
1	1.1	1654	-7	2	104
2	0.9	1701	10	11	94
3	1	1335	2	2	103
4	1.1	1576	-10	7	107
5	1	1494	3	0	106
6	1	1649	-3	10	95
7	1.1	1708	-13	9	93
8	0.9	1586	5	-4	96
9	1	1354	-3	-2	98
10	1.1	1484	-13	-2	100

# New compounds follow:
nr	canonical_smiles	PPARg SRC-1 ag	PPARg SRC-3 ag	STAT3 inh	ROMK mod	TNAP act hi DEA	STAT1 inh
11	CCOC(=O)C1=C(c2ccccc2)N2CCS(=O)(=O)N=C2S1	-2	-6	-8	.	1	-6
12	Cc1ccc(NC(=O)CSc2ccccn2)cc1S(=O)(=O)N1CCOCC1	-8	-1	4	-0.13	1	1
13	Cc1nc2ccccn2c1C(=O)NC1CCCC1	1	6	-1	0.76	1.1	-5
14	N#CC(C(=O)NC1CCCCC1)c1nc2ccccc2nc1N1CCN(c2ccc(F)cc2)CC1 (stereo unspecified)	-2	-5	4	.	0.9	2
15	O=C(Cc1ccccc1)NN1C(=O)c2ccccc2C1=O	6	8	0	1.1	1	-8
16	COc1ccc(C)cc1-n1nnnc1SCc1cn2ccsc2n1	-1	0	12	-1	1	7
17	CC(C)CC(c1nnnn1Cc1ccccc1)N1CCC(C(N)=O)CC1 (stereo unspecified)	2	16	9	0.087	1	-1
18	O=C(Nc1ccc(F)cc1)c1c(Cl)nc2ccccn12	2	2	3	0.03	1.1	-30
19	COCCNC(=O)COc1ccccc1Cl	-1	-1	23	.	1	-5
20	CC(C)c1ccccc1NS(C)(=O)=O	1	-1	4	.	1.1	-14

nr	bIAP activator	TR-FRET SRC-2 ct	bIAP inh	PPARg SRC2 recr	STAT3 activator
11	0.9	1271	6	-13	110
12	1.1	1357	-7	4	103
13	0.8	1542	24	3	103
14	0.8	1581	23	-1	105
15	1.1	1620	-6	5	101
16	0.9	1498	8	0	93
17	0.8	1634	17	20	95
18	1	1334	-4	-1	97
19	0.8	1578	19	1	88
20	1	1725	0	3	100

# More structures.
nr	canonical_smiles	PPARg SRC-1 ag	PPARg SRC-3 ag	STAT3 inh	ROMK mod	TNAP act hi DEA	STAT1 inh
21	CCc1ccccc1NC(=O)COC(=O)C1CC(=O)N(c2ccc(F)cc2)C1 (stereo unspecified)	-8	-15	4	0.51	1	-3
22	O=C(NCc1ccco1)c1cc(C(=O)C2CCCCC2)c[nH]1	4	-4	11	.	1	-2
23	CNc1nc(Oc2ccc(=O)n(C)n2)nc(N2CCOCC2)n1	4	-7	-10	.	1	-3
24	Cc1cc(=O)n2c3ccccc3n(CC(O)CN3CCCC3)c2c1C#N (stereo unspecified)	-7	4	-3	-0.041	1	-5
25	COc1ccc(OC2OC3COC(c4ccco4)OC3C(O)C2NC(C)=O)cc1 (stereo unspecified)	8	1	9	0.062	1	1
26	CCOC(=O)c1[nH]c2ccc(F)cc2c1NC(=O)CN1CCc2cc(OC)c(OC)cc2C1	7	10	-6	.	1.1	14
27	Cc1cc(C)c(NC(=O)CS(=O)CC(=O)N2CCN(c3ccccc3)CC2)c(C)c1 (stereo unspecified)	9	-6	3	-0.096	1	4
28	COc1ccc(-c2ccc(CCC(=O)O)n2C(C)C)cc1	-9	1	4	0.88	1.1	-5
29	COc1ccccc1OCCC(=O)OCC(=O)Nc1cccc(Br)c1	-9	1	-22	.	1	8
30	CO/N=C/NC(=O)C1=NOC(CNc2ncc(C(F)(F)F)cc2Cl)C1 (stereo unspecified)	0	-1	2	0.0068	1	3

nr	bIAP activator	TR-FRET SRC-2 ct	bIAP inh	PPARg SRC2 recr	STAT3 activator
21	0.9	1665	14	0	103
22	1	1574	0	5	100
23	0.9	1407	10	-1	118
24	1	1392	-2	-2	107
25	1	1591	4	6	95
26	1	1439	0	-2	108
27	1.1	1661	-7	2	101
28	1	1579	0	4	99
29	0.8	1331	22	-2	114
30	0.9	1480	12	2	98

# (list continues)
nr	canonical_smiles	PPARg SRC-1 ag	PPARg SRC-3 ag	STAT3 inh	ROMK mod	TNAP act hi DEA	STAT1 inh
31	Cc1cc(C(=O)Cn2nnc(-c3ccc(Cl)cc3)n2)c(C)n1-c1ccccc1	4	7	-4	-0.15	1.1	3
32	Cc1c(NC(=O)C(C)OC(=O)CCC2CCCC2)c(=O)n(-c2ccccc2)n1C (stereo unspecified)	5	3	6	0.033	1	-1
33	COC(CC(=O)NNC(=S)Nc1ccccc1)OC	1	2	3	.	1	-3
34	COC(=O)c1ccc(CSc2ccccc2C)o1	-6	2	8	.	1	-2
35	CC(C)(O)[C@@H]1Cc2c(ccc3ccc(=O)oc23)O1	3	1	-1	0.72	1.1	-10
36	CNCC(O)COc1ccccc1 (stereo unspecified)	0	11	7	-0.39	1.1	-2
37	COc1ccc(N2CCN(C(=O)C3Cc4ccccc4CN3C(=O)c3ccccc3)CC2)cc1 (stereo unspecified)	-3	-4	-12	0.62	1	-24
38	CN(C(=O)COC(=O)c1ccc2[nH]c3c(c2c1)CCCC3)C1CCS(=O)(=O)C1 (stereo unspecified)	5	6	20	-0.063	1	-1
39	Cc1ccc(S(=O)(=O)NN2C(=O)c3ccccc3NC2C)cc1 (stereo unspecified)	-2	-2	-9	-0.21	1	3
40	Nc1nc(CSc2nc3ccccc3s2)nc(Nc2ccccc2)n1	3	-2	-1	0.42	1	4
41	Cc1ccc(Cn2ccsc2=NC(=O)CCl)cc1	-2	1	28	.	1	34

nr	bIAP activator	TR-FRET SRC-2 ct	bIAP inh	PPARg SRC2 recr	STAT3 activator
31	0.8	1703	17	17	102
32	1	1657	4	4	101
33	1.5	1451	-48	-4	99
34	0.8	1683	16	4	96
35	0.9	1401	9	6	98
36	0.9	1515	14	6	98
37	1.1	1486	-5	-1	112
38	1.2	1796	-25	8	87
39	0.8	1360	22	3	105
40	0.9	1664	12	4	99
41	1	1544	3	5	78

# Of the compounds above, 7 have an aryl methoxy group.
nr	canonical_smiles	PPARg SRC-1 ag	PPARg SRC-3 ag	STAT3 inh	ROMK mod	TNAP act hi DEA	STAT1 inh
10	COc1ccccc1N1CCN(S(=O)(=O)CC23CCC(CC2=O)C3(C)C)CC1 (stereo unspecified)	-1	-2	5	.	1.1	4
16	COc1ccc(C)cc1-n1nnnc1SCc1cn2ccsc2n1	-1	0	12	-1	1	7
25	COc1ccc(OC2OC3COC(c4ccco4)OC3C(O)C2NC(C)=O)cc1 (stereo unspecified)	8	1	9	0.062	1	1
26	CCOC(=O)c1[nH]c2ccc(F)cc2c1NC(=O)CN1CCc2cc(OC)c(OC)cc2C1	7	10	-6	.	1.1	14
28	COc1ccc(-c2ccc(CCC(=O)O)n2C(C)C)cc1	-9	1	4	0.88	1.1	-5
29	COc1ccccc1OCCC(=O)OCC(=O)Nc1cccc(Br)c1	-9	1	-22	.	1	8
37	COc1ccc(N2CCN(C(=O)C3Cc4ccccc4CN3C(=O)c3ccccc3)CC2)cc1 (stereo unspecified)	-3	-4	-12	0.62	1	-24

nr	bIAP activator	TR-FRET SRC-2 ct	bIAP inh	PPARg SRC2 recr	STAT3 activator
10	1.1	1484	-13	-2	100
16	0.9	1498	8	0	93
25	1	1591	4	6	95
26	1	1439	0	-2	108
28	1	1579	0	4	99
29	0.8	1331	22	-2	114
37	1.1	1486	-5	-1	112

# Bioassay records deposited in PubChem by several laboratories.

# No enrichment for hits; overall some 3.7% were active at least once.
